Compound activity as filed in PubChem.
Tb PYK inh = blocks Trypanosoma brucei pyruvate kinase. Potency, µM (doses to about 76.8 µM), for the others: at the top dose activity, negative = inhibition, most hits filed as inhibitors. AID 624173. TbPYK enzyme, Kinase-Glo Plus ATP luminescence, 45 min. actives 0.12% (n = 410,000); active = well fitted inhibition curve with a large enough effect; inconclusive = small, poorly fitted or top-dose-only effect; note: nearly all actives have a fitted effect of over 50% in size
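Activity of T. brucei pyruvate kinase was followed by Kinase-Glo Plus luminescence after the enzyme reacted 45 min at room temperature with 130 uM ADP (final) and substrate. Test compounds were added before ADP at multiple concentrations.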
The depositor's hits bear a star; ? = inconclusive. % is set by controls: 0 for no effect and ±100 for the full control effect; potency is the fitted concentration of half-maximal effect. These rows are one share of the data. The share of hits here may be higher or lower than overall.

SMILES	Tb PYK inh
O=C(OC1CC2CC1[C@H]1CCCCN1C2=O)N1CCC(c2ccccc2)CC1 (stereo partly specified)	0.1%
CCCNC(=O)C1(C)CCCN(C(=O)c2ccccc2F)C1 (stereo unspecified)	-8.1%
COc1cc(CNc2ncnc3c2ncn3[C@H]2CN(CCc3ccccc3)C[C@@H](CO)O2)cc(OC)c1OC	-0.3%
CCOC(=O)[C@]12CCC=C1N(Cc1ccco1)C(=O)[C@H](CC(=O)NCc1ccccc1)C2	-17.0%
CC(C)(C)c1ccc(S(=O)(=O)NC(=O)C2(C)CCN2C(=O)Cc2cccc3ccccc23)cc1 (stereo unspecified)	0.7%
CC(C)(CNC(=O)c1cccc(S(=O)(=O)N2CCCCC2)c1)N1CCOCC1	-7.7%
O=C(NCc1ccc(F)cc1)c1cc(C2CCCN(C(=O)CCCc3ccccc3)C2)on1 (stereo unspecified)	4.4%
Cc1nccn1CCC(=O)NC1CCCc2c1cnn2-c1ccc(C(C)(C)C)cc1 (stereo unspecified)	5.0%
COc1ccc(Cl)cc1-c1cc(C(=O)Nc2ccc(C)c(NS(C)(=O)=O)c2)[nH]n1	2.1%
CCCCn1c(SCC(=O)NC2CC2)nc2cc(C(=O)OC)ccc2c1=O	-6.4%
N#Cc1ccccc1C[C@H](N)C(=O)NC[C@H]1O[C@@H](n2ccc(N)nc2=O)[C@H](O)[C@@H]1O	-4.0%
COc1ccc(CC(N)c2csc(NC(=O)c3ccccc3)n2)cc1 (stereo unspecified)	-5.2%
Cc1csc(-c2cc(C(=O)NCc3ccc(F)cc3)n[nH]2)c1	-0.7%
COc1cccc(CN(C)C(=O)CC[C@H]2O[C@@H](n3ccc(=O)[nH]c3=O)[C@H](O)[C@@H]2O)c1	-1.5%
CCN1C(=O)[C@H]2[C@@H](c3ccc(OC)cc3)N[C@]3(CCCN(CC4CCCCC4)C3=O)[C@H]2C1=O	5.7%
COCc1cccc(-c2csc(C(O)c3ccc(F)cc3)n2)c1 (stereo unspecified)	3.9%
CC1(C(=O)NS(=O)(=O)Cc2cccc(Cl)c2)CCN1C(=O)c1cccc(F)c1 (stereo unspecified)	-6.9%
Cn1c(=O)c2cc(NC(=O)Nc3ccccc3)ccc2n1Cc1ccccc1	-0.8%
CC(C)(C)c1ccc(S(=O)(=O)NC(=O)C2(C)CCN2C(=O)C2CC2)cc1 (stereo unspecified)	0.5%
O=C(COC(=O)/C=C/c1ccc(Cl)cc1Cl)Nc1cccc(S(=O)(=O)NC2=NCCC2)c1	-11.7%
CCCCCC(=O)N1C[C@H](n2cc(C3CC3)nn2)[C@@H](O)C[C@@H]1c1ccc(Cl)cc1	-8.7%
CCCC(=O)c1cc(O)c(O)cc1O	?
O=C(NCc1ccccc1)c1cc(C2CCCCN2S(=O)(=O)Cc2ccccc2)on1 (stereo unspecified)	0.1%
Cc1ccc(-c2csc(C(O)c3ccc(F)c(F)c3)n2)cc1C (stereo unspecified)	-7.2%
Cc1ccc(NC(=C(C#N)C#N)c2ccccc2)cc1	-4.5%
Further structures follow.
SMILES	Tb PYK inh
CSc1ccc(CNC(=O)C2(C)CCCN(C(C)=O)C2)cc1 (stereo unspecified)	-3.9%
COCCN1C[C@@H](CO)O[C@@H](n2cnc3c(NC4CCCC4)ncnc32)C1	-11.1%
Cc1ccc(OCCN2CCC2(C)C(=O)NCc2ccc(C(F)(F)F)cc2)cc1 (stereo unspecified)	-2.0%
COc1cccc(OC)c1OCCN1CCC(C(=O)NC(c2ccccc2)c2ncccc2C)CC1 (stereo unspecified)	-3.2%
C[C@H]1CN([C@@H](C)CO)S(=O)(=O)c2ccc(Br)cc2O[C@H]1CN(C)Cc1ccccc1	-10.9%
C#CCNC(=O)C[C@@H]1C[C@@]2(C(=O)OCC)CCC=C2N(Cc2ccc(Cl)cc2Cl)C1=O	1.8%
COc1ccc(-c2coc3c(C(=O)NCc4ccc(C(F)(F)F)cc4)cccc23)c(C)c1	-9.5%
OC(c1ccccc1)c1nc(-c2cccc(F)c2)cs1 (stereo unspecified)	-1.2%
Cc1cc(C)n2c(Nc3ccc4c(c3)OCCO4)c(CC(C)C)nc2n1	-0.3%
N#Cc1ccc(S(=O)(=O)N2CCCCC2c2cc(C(=O)N3CCOCC3)no2)cc1 (stereo unspecified)	-4.6%
CCOC1=C2CN(S(=O)(=O)c3ccc(C)cc3)[C@H](c3ccccc3)C[C@@H]2N(S(=O)(=O)c2ccccc2C)[C@H](c2ccccc2)C1	-3.9%
FC(F)(F)c1ccccc1Cc1c(-c2ccc(Cl)cc2)nc2ccc(Cl)cn12	-0.7%
CCc1nc2c(OCc3cccc(OC)c3)cccn2c1N(C)C(=O)c1ccc(OC)cc1	5.0%
C[C@@H]1CN([C@@H](C)CO)C(=O)CCCn2nncc2CO[C@H]1CN(C)Cc1ccc2cccnc2c1	0.8%
O=C(O)c1ccc(CN2C[C@@H](CO)O[C@@H](n3cnc4c(NCc5ccco5)ncnc43)C2)cc1	3.6%
COCCN1C(=O)CCC1(C)C(=O)Nc1c(C)cccc1C (stereo unspecified)	-8.2%
O=C(COC(=O)c1cc(S(=O)(=O)N2CCOCC2)ccc1Cl)NC1CCCCC1	-1.3%
O=C(c1ccco1)N1CCC2(CC1)CCN(c1ccncc1)CC2	-3.1%
COc1ccc(Cc2c(-c3ccco3)nc3ccc(Cl)cn23)c(C)c1	-27.7%
CSc1ccc(CN2CCC2(C)C(=O)Nc2ccc(C)c(O)c2)cc1 (stereo unspecified)	-8.5%
CCCC(CCC)C(N)=O	-9.7%
CN(CCN1CCOCC1)C(=O)C1CCC(=O)N(Cc2ccc(Cl)cc2)C1 (stereo unspecified)	-10.4%
CC(O)(c1ccc(F)c(F)c1)c1nc(-c2cccc(C(=O)O)c2)cs1 (stereo unspecified)	3.5%
Cc1ccsc1C(=O)NCC(c1cccs1)N1CCOCC1 (stereo unspecified)	1.5%
COc1ccc(S(=O)(=O)N(C)C[C@@H]2OCc3cn(nn3)CCCC(=O)N([C@H](C)CO)C[C@H]2C)cc1	-8.3%
(listing goes on)
SMILES	Tb PYK inh
CC1(C(=O)Nc2ccc3c(c2)OCCO3)CCN1C(=O)C/C=C/c1ccccc1 (stereo unspecified)	1.5%
O=c1ncccn1C1OC(CO)C(O)C1O (stereo unspecified)	2.7%
O=C(NCc1ccc(F)cc1)c1cc(C2CCCN(C(=O)c3cccs3)C2)on1 (stereo unspecified)	3.8%
O=C(NCc1ccc(Cl)nc1)c1ccc2sc([C@@H]3O[C@H](CO)[C@H](O)[C@H](O)[C@H]3O)nc2c1	0.7%
CCc1nc2c(OCC(=O)C(C)(C)C)cccn2c1N(C)C(=O)c1cccs1	-2.8%
CCCCc1c(-c2ccccc2Br)ncn1CCc1ccccc1OC	3.3%
O=C(COC(=O)c1cccnc1Cl)Nc1ccc(N2CCOCC2)cc1	-1.3%
N#Cc1ccc(NC(=O)COC(=O)C2CCC2)cc1	4.2%
O=C(COC(=O)COc1ccc(Cl)cc1)Nc1cccnc1Cl	7.6%
COCCn1c(=O)c(CCc2ccccc2)nc2cnc(N3CCNCC3)nc21	-7.2%
CC(C)NC(=O)C1(C)CCCN1C(=O)c1cc(C#N)cs1 (stereo unspecified)	1.2%
O=C1NC[C@H](CCCCN2C[C@H](Cc3ccc(O)cc3)N(CCc3ccccc3)C(=O)C2=O)N(Cc2ccccc2)C1=O	1.8%
O=C(CCc1ccccc1)N1Cc2cc(N3CCOCC3)ccc2-n2nncc2C1	4.7%
N#Cc1cccnc1N1CCN(C(c2ccnc3ccccc23)c2nnnn2-c2ccc3c(c2)OCCO3)CC1 (stereo unspecified)	0.5%
CN(C)c1ccc(CNC(=O)C2(C)Cc3c(-c4ccc5c(c4)OCO5)ccnc3O2)cc1 (stereo unspecified)	-5.5%
Cc1ccc(CN2C(=O)C(C)Sc3ccc(C#N)cc32)cc1 (stereo unspecified)	1.3%
COC(=O)c1ccc(Cn2c(C)c(C(=O)Nc3cccc(Oc4ccccc4)c3)sc2=O)o1	-13.1%
COc1ccccc1CC1CC(=O)N(c2ccc([N+](=O)[O-])cc2)C1=O (stereo unspecified)	-1.8%
C[C@H](O)[C@@H]1C(=O)N2CCc3c([nH]c4ccccc34)[C@@H]2C[C@@H]1N(C)Cc1ccc2c(c1)OCO2	-1.5%
Cc1cnc(C)c(Nc2nc(C(N)Cc3ccccc3)cs2)n1 (stereo unspecified)	-4.2%
CC(O)(c1cccnc1)c1nc(-c2cc(F)cc(F)c2)cs1 (stereo unspecified)	-1.0%
O=C1c2sccc2-c2cccc3cccc1c23	1.4%
CCCCNC(=O)C1(C)CCC(=O)N1c1cc(C(C)(C)C)nn1C (stereo unspecified)	5.1%
Cc1cccc(NC(=O)Nc2nnc([C@@H]3C[C@H](O)[C@@H](CO)O3)s2)c1	-0.1%
Cc1cc2oc(=O)cc(CN(Cc3ccccc3)Cc3ccccc3)c2cc1Cl	1.4%

In the list so far, these contain a CF3 group.
SMILES	Tb PYK inh
Cc1ccc(OCCN2CCC2(C)C(=O)NCc2ccc(C(F)(F)F)cc2)cc1 (stereo unspecified)	-2.0%
COc1ccc(-c2coc3c(C(=O)NCc4ccc(C(F)(F)F)cc4)cccc23)c(C)c1	-9.5%
FC(F)(F)c1ccccc1Cc1c(-c2ccc(Cl)cc2)nc2ccc(Cl)cn12	-0.7%

Additional records
SMILES	Tb PYK inh
Cc1ccc(CN2CC(N3CCCCC3)CS2(=O)=O)cc1 (stereo unspecified)	3.9%
CN1CCCC2(CCN(C(=O)c3ccncc3)CC2)C1	0.4%
COc1cccc(CNC[C@H]2O[C@@H](n3ccc(N)nc3=O)[C@H](O)[C@@H]2O)c1OCc1ccc(F)cc1Cl	3.2%
COCCNc1nc2cc(-c3ccsc3)sc2c(=O)n1C	1.9%
C[C@@H]1CN([C@@H](C)CO)C(=O)CCCn2cc(nn2)CO[C@H]1CN(C)S(=O)(=O)c1ccccc1C#N	-3.3%
COc1ccccc1NC(=O)Nc1nnc([C@H]2C[C@H](O)[C@@H](CO)O2)s1	4.0%
Cc1cc(Nc2ccccc2C(=O)O)n2ncnc2n1	-2.4%
COc1ccc(-c2cnc3cccnn23)cn1	-2.1%
CC1(C)C(=Cc2ccccc2)C(=O)c2ccccc21	3.7%
Cc1cccc(COC[C@H](Cc2ccccc2)N2CCN(C(=O)c3ccc(C(F)(F)F)cc3)CCC2=O)c1	-1.0%
CN(Cc1ccccc1)C(=O)c1ccc(Nc2nc(C(N)Cc3ccccc3)cs2)nc1 (stereo unspecified)	0.4%
CN(C)CCN1CCN(C2CN(Cc3cn(Cc4cccc(C(F)(F)F)c4)nn3)S(=O)(=O)C2)CC1 (stereo unspecified)	-3.3%
O=C(Nc1ccc(F)cc1)Nc1nnc([C@@H]2C[C@H](O)[C@@H](CO)O2)s1	-3.7%
COc1ccc([C@H]2C[C@H](O)[C@@H](n3cc(C4CC4)nn3)CN2C(=O)C2CCCCC2)cc1	-2.7%
C[C@@H]1CN([C@@H](C)CO)C(=O)c2cc(Br)cnc2O[C@H]1CN(C)C(=O)NC1CCCC1	3.1%
CN1OC[C@@H]2CN[C@H](c3cccc(N4CCOCC4)c3)C[C@@H]21	-2.8%
COCCOC(=O)N1CCCCC1c1cc(C(=O)Nc2cccc3c2CCCC3)no1 (stereo unspecified)	-3.5%
c1ccc2c(c1)COc1c3ncccc3nn1-2	-2.5%
CCCNC(=O)C1(C)CCCN(Cc2ccccc2F)C1 (stereo unspecified)	-3.5%
Cc1nc2n(c(=O)c1CCN1CCC(c3noc4cc(F)ccc34)CC1)CCC[C@@H]2O	-4.9%
CS(=O)(=O)N1CCCCC1c1cc(C(=O)NCc2ccc(Cl)c(Cl)c2)no1 (stereo unspecified)	-2.2%
Cc1nc2cc(OC(=O)N(C)Cc3cccc(-c4ccncc4)c3)ccc2s1	0.7%
Cc1c(NS(=O)(=O)c2cc(C(=O)OCC(=O)c3ccccc3F)ccc2Cl)c(=O)n(-c2ccccc2)n1C	-9.3%
N#Cc1ccc(S(=O)(=O)N2CCCCC2c2cc(C(=O)NCc3ccccc3)no2)cc1 (stereo unspecified)	4.8%
COc1ccc2c(c1)CCC(=O)[C@H](O)C[C@H](c1ccccc1)OC2=O	3.3%

Structural class: those above containing bromine
SMILES	Tb PYK inh
C[C@H]1CN([C@@H](C)CO)S(=O)(=O)c2ccc(Br)cc2O[C@H]1CN(C)Cc1ccccc1	-10.9%
CCCCc1c(-c2ccccc2Br)ncn1CCc1ccccc1OC	3.3%
C[C@@H]1CN([C@@H](C)CO)C(=O)c2cc(Br)cnc2O[C@H]1CN(C)C(=O)NC1CCCC1	3.1%

The listing picks up, repeating the two entries before the break.
SMILES	Tb PYK inh
N#Cc1ccc(S(=O)(=O)N2CCCCC2c2cc(C(=O)NCc3ccccc3)no2)cc1 (stereo unspecified)	4.8%
COc1ccc2c(c1)CCC(=O)[C@H](O)C[C@H](c1ccccc1)OC2=O	3.3%
O=C(Cn1cc(-c2ccccn2)nn1)NS(=O)(=O)c1cccc(OC(F)F)c1	-1.7%
CCOC(=O)[C@]12CCCC=C1N(Cc1ccc3c(c1)OCO3)C(=O)[C@H](CC(=O)NCc1ccc(C)o1)C2	5.4%
CCCc1ccc2c(C(F)(F)F)cc(C(F)(F)F)cc2n1	5.5%
CC(O)(c1ccc(F)c(F)c1)c1nc(-c2ccncc2)cs1 (stereo unspecified)	2.1%
O=C(c1ccccn1)N(Cc1ccco1)C1(C(=O)Nc2ccc(Br)cc2)CCCCC1	6.5%
CCN(c1ccccc1)S(=O)(=O)c1cccc(C(=O)Nc2cccc(C)n2)c1	7.5%

5 neighbouring compounds already listed, for reference:
SMILES	Tb PYK inh
COc1ccc2c(c1)CCC(=O)[C@H](O)C[C@H](c1ccccc1)OC2=O	3.3%
O=C(Cn1cc(-c2ccccn2)nn1)NS(=O)(=O)c1cccc(OC(F)F)c1	-1.7%
CCOC(=O)[C@]12CCCC=C1N(Cc1ccc3c(c1)OCO3)C(=O)[C@H](CC(=O)NCc1ccc(C)o1)C2	5.4%
CCCc1ccc2c(C(F)(F)F)cc(C(F)(F)F)cc2n1	5.5%
CC(O)(c1ccc(F)c(F)c1)c1nc(-c2ccncc2)cs1 (stereo unspecified)	2.1%
